Screens deposited in PubChem by several laboratories.
DPM-DC inhibit = inhibitors of Streptococcus pneumoniae diphosphomevalonate decarboxylase; AID 556; actives 0.49% (n = 65,000); purified DPM-DC, PK/LDH coupled NADH fluorescence; calls only at 10 µM;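 active = the 320 compounds with the highest percent inhibition in the single-dose primary screen, excluding strongly autofluorescent ones, cut at about 32% in these data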;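 also: kinetic rate of NADH fluorescence loss reporting ADP formed by the decarboxylase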
Alkaline phosphatase = inhibition of tissue-nonspecific alkaline phosphatase – biochemical, luminescent (AID 518); inhibition, % at 20 µM; hits with a dose series show IC50 in µM; actives 0.09% (n = 64,000); purified TNAP enzyme, luminescent substrate readout; higher % means a stronger effect; in the data active = a potency from the dose series; inactive = the rest, 99 in 100 with inhibition below about 22%;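 also: plate controls were vehicle for no effect and reference inhibitor for full effect; many of its hits are not listed in these tables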
LYP phosphatase = inhibition of human PTPN22 tyrosine phosphatase – biochemical, DiFMUP fluorescence, recombinant catalytic domain, 10 µM, primary screen (AID 606) | recombinant LYP catalytic domain, DiFMUP fluorescence; higher % means a stronger effect | inhibition, % at 10 µM, or IC50 in µM where a hit was titrated | 52,000 tested, under 10 active;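 active = IC50 under 40 µM in the dose-response test; inactive = IC50 of 40 µM or more, or never dose-tested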
HPDE-C7 cytotoxicity = cytotoxicity in HPDE-C7 cells, cell-based, fluorescence, HTS (AID 430). HPDE-C7 pancreatic duct cells viability, fluorescence; higher % means a stronger effect. cytotoxicity, % at 10 µM; hits with a dose series show EC50 in µM. actives 1.8% (n = 63,000);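 also: cells exposed to compound for 48 hours before viability readout; 0% = vehicle and 100% = reference cytotoxic drug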
Spn PMK inh = blocks S. pneumoniae phosphomevalonate kinase; purified PMK, PK/LDH-coupled NADH absorbance 340 nm; inhibition, % at 10 µM; actives 0.49% (n = 65,000);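 active = top-ranked compounds by inhibition in the single 10 µM screen, taking a fixed number of the strongest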;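 also: 0% = full reaction with DMSO carrier and 100% = background rate without enzyme reaction; no value below 0 was filed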
Bfl-1 inhibitors = displacement of Bid BH3 peptide from Bfl-1 – biochemical, fluorescence polarization, FITC-Bid, mouse, primary screen (AID 432) | actives 0.02% (n = 64,000) | FITC-Bid BH3 peptide fluorescence polarization displacement; higher % means a stronger effect | one-dose displacement, % at 20 µM; IC50 in µM for titrated hits; in the data active = a potency from the dose series; inactive = the rest, 99 in 100 with displacement below about 15%; also: strong numbers were not always called active
HT1080 cytotoxicity = HT1080 cell viability loss – fluorescence readout (AID 620); HT1080 viability, fluorescence; higher % means a stronger effect; one-dose cytotoxicity, % at 10 µM; EC50 in µM for titrated hits; actives 0.42% (n = 87,000);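 also: cells exposed to compound overnight then 4 h with Alamar Blue; 0% = vehicle DMSO and 100% = killing control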
HPDE-C7K KRASV12 = viability loss of HPDE-C7K cells – cell-based, fluorescence, HTS, primary screen (AID 431). HPDE-C7K KRASV12 cells, Alamar Blue viability, 48 h; higher % means a stronger effect. cytotoxicity, % at 10 µM; hits with a dose series show EC50 in µM. actives 1.7% (n = 63,000);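 active = compounds whose percent cytotoxicity in the single-dose primary screen, scaled between solvent and toxic-drug controls, exceeds 50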;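 also: 0% = DMSO solvent wells and 100% = doxorubicin-treated wells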
Spn MK inh = inhibitors of Streptococcus pneumoniae mevalonate kinase. inhibition, % at 10 µM. actives 0.48% (n = 65,000). AID 555. purified MK, PK/LDH-coupled NADH absorbance 340 nm;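 active = ranked among the strongest by inhibition in the single 10 µM screen, a fixed top-ranked set picked for dose follow-up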; also: no value below 0 was filed
Spn PMK inh pilot replicates = second read-out of Spn PMK inh, no call of its own (marks repeat the call); inhibition, %; measured here: pilot screen replicates
Spn MK inh pilot replicates = second read-out of Spn MK inh, no call of its own (marks repeat the call); inhibition, %; measured here: pilot screen replicates
DPM-DC inhibit pilot screen % = also measured in DPM-DC inhibit; calls as there; inhibition, %; measured here: pilot screen trials
The depositor's hits bear a star; i = inactive; x = no result given. Rule as the data show it, unless noted: active = cytotoxicity above about 50%; inactive = the rest.

SMILES	DPM-DC inhibit	Alkaline phosphatase	LYP phosphatase	HPDE-C7 cytotoxicity	Spn PMK inh	Bfl-1 inhibitors	HT1080 cytotoxicity	HPDE-C7K KRASV12	Spn MK inh	others
[O-]/[N+](=C\c1ccc(OC(F)F)cc1)c1ccccc1	i	11%	-14%	x	7	-10%	-4%	x	12
COC(=O)Cc1cnc(NC(=O)C2C3CCC(C3)C2C(=O)O)s1 (stereo not drawn)	i	9%	10%	-9%	12	0%	-1%	-1%	11
COc1ccc(C)cc1N(CC(N)=O)S(=O)(=O)c1ccc(C)cc1	i	4%	-2%	3%	4	-2%	7%	7%	9
COc1ccc2[nH]c3ccccc3c2c1	i	31%	x	-4%	12	-6%	1%	3%	0
Cc1oc2c(O)c(O)ccc2c(=O)c1-c1cnn(-c2ccccc2)c1	i	5%	2%	3%	1	11%	x	1%	8
C=CCn1c(C)cc(C(=O)COc2ncnc3sccc23)c1C	i	7%	8%	-2%	0	-7%	4%	1%	2
CC1=C(C(=O)OC(C)C)C(c2c(O)ccc3ccccc23)NC(=O)N1 (stereo not drawn)	i	5%	9%	-9%	4	-1%	2%	-2%	6
O=C(CCN1C(=O)c2ccccc2S1(=O)=O)N1CCN(c2ccccc2)CC1	i	4%	6%	-10%	13	-3%	0%	-15%	8
CCOC(=O)N1CCC(NC(=O)c2ccc3c(c2)sc2nc(-c4ccc(OC)cc4)cn23)CC1	i	5%	x	0%	9	2%	x	11%	11
CCc1ccc2c(c1)CCCN2C(=O)c1ccccc1C(=O)O	i	5%	4%	-18%	16	-1%	-5%	-4%	3
CCOC(=O)c1oc2ccccc2c1NC(=O)c1cc(OC)cc(OC)c1	i	15%	x	-13%	11	-9%	-5%	4%	9
CCCCC(=O)NCCNc1nc2c(c(=O)n(C)c(=O)n2C)n1Cc1ccc(F)cc1	i	10%	5%	6%	10	-1%	26%	3%	6
O=S(=O)(c1cccc(-c2nc3n(n2)Cc2ccccc2-3)c1)N1CCCC1	i	7%	12%	-9%	11	-3%	0%	-3%	3
Cc1noc(C)c1C(=O)NC1CCCc2ccccc21 (stereo not drawn)	i	4%	x	-1%	5	-10%	-1%	1%	8
C=CCOC(=O)CC(NC(=O)c1ccccc1)c1ccccc1 (stereo not drawn)	i	5%	3%	-5%	0	4%	2%	-11%	12	Spn PMK inh pilot replicates=0.0;Spn MK inh pilot replicates=0.0;DPM-DC inhibit pilot screen %=0.0
N#CC1=C(N)NC(SCC(=O)O)=C(C#N)C12CCCC2	i	11%	18%	5%	15	1%	-8%	-1%	17
O=C(NCc1cccnc1)c1cc(-c2ccccc2)on1	i	12%	-5%	6%	15	-6%	-2%	8%	15
COCCN1C(=O)c2oc3ccccc3c(=O)c2C1c1ccc(O)c(OC)c1 (stereo not drawn)	i	10%	2%	-22%	19	-2%	x	-13%	7
N#Cc1nc(COc2ccc(Cl)cc2Cl)oc1N1CCOCC1	i	7%	x	-3%	10	-1%	7%	1%	9
Cc1ccc2nc(N3CCOCC3)c3nncn3c2c1	i	8%	11%	12%	3	7%	2%	4%	3
COc1cc(-c2nn3c(Cc4ccccc4)nnc3s2)cc(OC)c1OC	i	12%	2%	1%	9	5%	0%	-12%	5
COc1ccc(Nc2nc(N)nc(SCc3nnc(C)s3)n2)cc1	i	0%	5%	-9%	9	-4%	3%	-5%	0
Cn1c(CNc2ccccn2)c(C#N)c2ccccc21	i	x	13%	x	10	x	9%	x	6
Cn1c(SCC(=O)Nc2ccc(F)cc2)nnc1-c1cccnc1	i	-1%	-6%	6%	0	2%	0%	10%	3	Spn PMK inh pilot replicates=3.0;Spn MK inh pilot replicates=1.5;DPM-DC inhibit pilot screen %=0.0
Cc1ccc(CNc2cc(-c3nn4c(C)nnc4s3)ccc2C)s1	i	10%	3%	3%	0	4%	-9%	3%	5	Spn PMK inh pilot replicates=7.0;Spn MK inh pilot replicates=7.0;DPM-DC inhibit pilot screen %=28
COc1cc(C2C3=C(Nc4ncnn42)c2ccccc2CC3)cc(OC)c1OC (stereo not drawn)	i	10%	3%	74%*	18	0%	64%*	63%*	6
O=C(NCc1ccco1)C(c1cccnc1)N(C(=O)Cn1nnc2ccccc21)c1ccccc1 (stereo not drawn)	i	5%	5%	-3%	9	-2%	-1%	-2%	6
Cn1c(=O)[nH]c(=O)c2c1nc(N1CCCCC1)n2CCOc1ccccc1	i	7%	2%	-2%	0	-3%	-5%	-1%	0
CCCc1cc(C(=O)N2CCN(S(=O)(=O)c3ccc(OC)c(OC)c3)CC2)cs1	i	2%	8%	-2%	8	2%	2%	4%	16
O=C(Nc1ccccc1C(=O)N1CCOCC1)C1CCCO1 (stereo not drawn)	i	10%	11%	8%	0	0%	-4%	-10%	12
CCOC(=O)N1CCN(S(=O)(=O)c2ccc(C(=O)Nc3nc4c(s3)CC(C)CC4)cc2)CC1 (stereo not drawn)	x	9%	2%	-6%	15	-5%	4%	-5%	13
COc1ccccc1OCCNC(=O)c1cccs1	i	9%	x	-7%	7	-1%	2%	-1%	2	Spn PMK inh pilot replicates=0.0;Spn MK inh pilot replicates=5.0;DPM-DC inhibit pilot screen %=1.0
CC1CCN(C(c2cc3cc4c(cc3[nH]c2=O)OCO4)c2nnnn2CC2CCCO2)CC1 (stereo not drawn)	x	6%	12%	-6%	12	7%	7%	0%	11
O=C(c1ccco1)N1CCN(C(=O)C2CCN(S(=O)(=O)c3cccc4nsnc34)CC2)CC1	i	6%	1%	-11%	11	-2%	10%	-4%	2	Spn PMK inh pilot replicates=0.0;Spn MK inh pilot replicates=0.0;DPM-DC inhibit pilot screen %=0.0
COC(=O)c1sccc1NC(=O)c1c(C)cc(=O)oc1C	i	8%	x	-9%	3	-4%	7%	-12%	1
COc1ccc(-c2nc(C#N)c(NC(C)C)o2)cc1	x	6%	x	-10%	6	2%	-4%	2%	0
CCCCCCn1c(SCC(=O)Nc2cc(C)on2)nc2ccccc2c1=O	i	12%	3%	10%	16	8%	-2%	13%	0
CCCCOc1nc2ccccc2nc1C(C#N)S(=O)(=O)c1ccccc1 (stereo not drawn)	i	13%	1%	18%	9	4%	-4%	11%	1
Cc1[nH]c2ccccc2c1C(c1ccccn1)N1CCC(C(N)=O)CC1 (stereo not drawn)	i	4%	15%	0%	10	2%	10%	19%	4
O=C(O)c1cccc(Cn2cc(Cl)cn2)c1	i	6%	3%	6%	10	-7%	-2%	-4%	0

Structures listed so far that have an NH in an aromatic ring:
SMILES	DPM-DC inhibit	Alkaline phosphatase	LYP phosphatase	HPDE-C7 cytotoxicity	Spn PMK inh	Bfl-1 inhibitors	HT1080 cytotoxicity	HPDE-C7K KRASV12	Spn MK inh	others
COc1ccc2[nH]c3ccccc3c2c1	i	31%	x	-4%	12	-6%	1%	3%	0
Cn1c(=O)[nH]c(=O)c2c1nc(N1CCCCC1)n2CCOc1ccccc1	i	7%	2%	-2%	0	-3%	-5%	-1%	0
CC1CCN(C(c2cc3cc4c(cc3[nH]c2=O)OCO4)c2nnnn2CC2CCCO2)CC1 (stereo not drawn)	x	6%	12%	-6%	12	7%	7%	0%	11
Cc1[nH]c2ccccc2c1C(c1ccccn1)N1CCC(C(N)=O)CC1 (stereo not drawn)	i	4%	15%	0%	10	2%	10%	19%	4

(cont.)
SMILES	DPM-DC inhibit	Alkaline phosphatase	LYP phosphatase	HPDE-C7 cytotoxicity	Spn PMK inh	Bfl-1 inhibitors	HT1080 cytotoxicity	HPDE-C7K KRASV12	Spn MK inh	others
Cc1nn(C(=O)N2CCCCC2)c(C)c1CN1C(=O)c2ccccc2C1=O	i	8%	-1%	x	11	1%	x	x	2
Cc1cc(=O)[nH]c(SCCOc2ccc3c(c2)CCC3)n1	i	3%	-11%	3%	0	1%	6%	5%	2
CSc1ccc(C2NC(=O)c3c(sc4c3CCN(C)C4)N2)cc1 (stereo not drawn)	i	20%	-10%	-12%	10	81%	-1%	9%	5
O=C(Cn1nc(-c2ccc(Cl)cc2)ccc1=O)N1CCN(c2ccccc2)CC1	i	13%	-4%	2%	24	-7%	0%	7%	3
O=C(O)c1ccc(NS(=O)(=O)c2cc(Cl)ccc2Cl)cc1	i	10%	-2%	-5%	1	1%	6%	-7%	4
Cc1sc2ncn(CC(=O)OCC(=O)NC(C)(C)C)c(=O)c2c1C	i	9%	7%	-8%	10	1%	-8%	-6%	1
CCCn1nnc(NC(=O)C(C)Oc2ccc(Cl)cc2Cl)n1 (stereo not drawn)	i	7%	6%	-9%	8	-5%	0%	-1%	14
CCOC(=O)N1CCc2c(sc(NC(C)=O)c2C(N)=O)C1	i	5%	2%	-6%	3	2%	7%	-7%	0
Cn1nc(C(=O)NC2CCCCC2)c2ccccc2c1=O	i	12%	8%	-22%	4	0%	0%	-14%	6
Cc1sc2ncnc(SCC(=O)N3CCCC3)c2c1C	i	0%	3%	-22%	13	-5%	5%	-13%	11	Spn PMK inh pilot replicates=0.0;Spn MK inh pilot replicates=0.0;DPM-DC inhibit pilot screen %=0.5
COc1ccc(C(C(=O)NC(C)(C)C)N(Cc2ccco2)C(=O)CCC(=O)Nc2cc(C)on2)cc1 (stereo not drawn)	i	10%	1%	-4%	10	-8%	-5%	-10%	2
O=C(CCn1c(=O)[nH]c2ccsc2c1=O)N1CCN(Cc2ccc3c(c2)OCO3)CC1	i	14%	x	-6%	5	-11%	x	0%	8
O=C(CCCSc1nc2ccccc2s1)NCc1ccco1	i	9%	11%	-3%	0	0%	3%	6%	9
COc1cc(C2C(C(=O)c3ccc(C)o3)=C(O)C(=O)N2c2cc(C)on2)cc(Br)c1O (stereo not drawn)	i	17%	4%	29%	0	2%	-5%	36%	3	Spn PMK inh pilot replicates=1.5;Spn MK inh pilot replicates=4.0;DPM-DC inhibit pilot screen %=4.0
Cc1ccc(SCc2cc(=O)[nH]c(N3CCN(Cc4ccccc4)CC3)n2)cc1	i	8%	6%	2%	7	3%	3%	-6%	5
Cc1ccc(Oc2ccc(NC(=O)c3ccco3)cc2)cc1	i	17%	6%	79%*	20	1%	6%	84%*	7
CCc1ccc(C2CC(c3ccccc3Cl)Nc3nc(N)nn32)cc1 (stereo not drawn)	i	4%	-2%	-2%	11	-1%	0%	5%	5
O=C1C(Cl)=C(N2CCCCC2)C(=O)N1c1ccccc1Cl	i	14%	5%	-11%	1	38%	2%	-5%	6	Spn PMK inh pilot replicates=3.0;Spn MK inh pilot replicates=2.5;DPM-DC inhibit pilot screen %=0.0
CCCCOC(=O)c1ccc(NC(=O)c2ccoc2C)cc1	i	11%	-3%	3%	0	-5%	-4%	5%	0
O=C(Nc1ccc(Oc2ncccn2)cc1)c1ccco1	i	3%	8%	-21%	3	0%	-7%	0%	6
COc1ccccc1NC(=O)N1c2ccc(F)cc2CCC1C (stereo not drawn)	i	6%	9%	-19%	1	-3%	-9%	-10%	0	Spn PMK inh pilot replicates=4.0;Spn MK inh pilot replicates=2.0;DPM-DC inhibit pilot screen %=3.0
Cc1cc(=O)n2nc(N3CCCC(C(=O)NCCCN4CCc5ccccc5C4)C3)sc2n1 (stereo not drawn)	i	7%	0%	1%	23	-8%	0%	6%	0
